Yp Topo-I inh: Y. pestis Topo-I inhibition via cleavage products. 360,000 compounds, 0.064% hits. activity, % at 10 µM. Y. pestis Topo-I cleavage product accumulation, plate reader; in the data active = activity above about 50%, passing the limit was not always enough; inconclusive = no clear call, values can overlap the other calls; note: inactives centre near 2
BoNT F protease: blocks Botulinum neurotoxin F light chain protease; 360,000 compounds, 0.22% hits; Multiplex microsphere protease cleavage assay, flow cytometry; AID 588497; inhibition, % at 10 µM; in the data active = inhibition above about 35%, passing the limit was not always enough; inconclusive = no clear call, values can overlap the other calls; note: plate controls were buffer without enzyme for full effect and enzyme alone for no effect
PrPC TRFRET: cell surface PrPC inhibition, primary TR-FRET screen; inhibition, % at 13.8 µM; AID 720596; P04156; 370,000 compounds, 0.43% hits; TR-FRET read-out; in the data active = inhibition above about 24%; note: 0% = median of the test wells and 100% = reference compound wells
BoNT A protease: inhibitors of Botulinum neurotoxin A light chain protease. multiplex microsphere protease substrate cleavage, flow cytometry. inhibition, % at 10 µM. 360,000 compounds, 0.17% hits; note: plate controls were buffer without enzyme for full effect and enzyme alone for no effect
CCHF vOTU inh: CCHFV vOTU protease inhibition. 370,000 compounds, 0.55% hits. inhibition, % at 11.5 µM. Pep-AMC fluorescence; in the data active = inhibition above about 30%; note: 0% = vehicle wells with enzyme and 100% = no enzyme wells
Anthrax LF prot: inhibitors of Bacillus anthracis lethal factor protease | P15917 | multiplex microsphere protease cleavage assay, LF | inhibition, % at 10 µM | 360,000 compounds, 0.12% hits; note: plate controls were buffer without enzyme for full effect and enzyme alone for no effect
Target sequence (P15917 whole entry, looked up): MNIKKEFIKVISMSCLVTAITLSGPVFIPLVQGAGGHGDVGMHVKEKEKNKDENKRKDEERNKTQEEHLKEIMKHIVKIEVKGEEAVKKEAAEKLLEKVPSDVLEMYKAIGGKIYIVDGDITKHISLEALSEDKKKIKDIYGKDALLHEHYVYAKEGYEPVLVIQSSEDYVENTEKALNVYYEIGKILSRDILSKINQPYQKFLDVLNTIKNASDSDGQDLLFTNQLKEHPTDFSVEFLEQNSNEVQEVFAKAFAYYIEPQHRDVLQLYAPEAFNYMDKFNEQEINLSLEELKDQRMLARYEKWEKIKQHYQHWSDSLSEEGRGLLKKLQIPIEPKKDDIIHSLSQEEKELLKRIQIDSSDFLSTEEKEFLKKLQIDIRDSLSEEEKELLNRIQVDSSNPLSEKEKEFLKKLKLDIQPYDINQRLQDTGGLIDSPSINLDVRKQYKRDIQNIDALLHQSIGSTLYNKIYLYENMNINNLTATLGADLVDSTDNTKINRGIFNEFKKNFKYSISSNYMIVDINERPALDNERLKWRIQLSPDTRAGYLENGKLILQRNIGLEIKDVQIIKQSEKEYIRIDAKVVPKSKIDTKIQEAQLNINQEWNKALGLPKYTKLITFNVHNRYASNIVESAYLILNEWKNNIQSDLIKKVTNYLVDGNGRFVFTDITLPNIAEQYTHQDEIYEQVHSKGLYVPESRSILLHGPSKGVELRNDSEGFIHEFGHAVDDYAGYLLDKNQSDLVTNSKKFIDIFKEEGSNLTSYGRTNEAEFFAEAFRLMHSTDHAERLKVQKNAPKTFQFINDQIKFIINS
TcdB inh: TcdB glycohydrolase inhibition | inhibition, % at 9.99 µM | P18177 | TcdB glycohydrolase enzymatic assay, plate reader | 350,000 compounds, 0.24% hits; in the data active = inhibition above about 10%
FadD28 FP inh: M. tuberculosis FadD28 bisubstrate binding inhibition | FadD28 bisubstrate probe binding, fluorescence polarization | inhibition, % at 12.5 µM | 360,000 compounds, 0.22% hits | AID 588549; in the data active = inhibition above about 8.5%, passing the limit was not always enough; inconclusive = no clear call, values can overlap the other calls
PfHsp40 yeast: rescue of PfHsp40-mediated yeast toxicity; 340,000 compounds, 0.68% hits; S. cerevisiae expressing PfHsp40, growth rescue, ATP luminescence; growth rescue, % at 12.5 µM; AID 504582; in the data active = growth rescue above about 28%, passing the limit was not always enough; inconclusive = no clear call, values can overlap the other calls;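 note: yeast W303a lacking pdr1 and pdr3 grown in galactose medium; growth measured after three days at 30 °C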
The depositor's hits bear a star; ? = inconclusive; / = no result given. Cut-off read from the data, not from the text of the source, unless noted: active = inhibition above about 30%; inconclusive = no clear call, values can overlap the other calls; inactive = below that. An unsorted share of the library; about 2.3% have a hit in one of these screens.

Molecule	Yp Topo-I inh	BoNT F protease	PrPC TRFRET	BoNT A protease	CCHF vOTU inh	Anthrax LF prot	TcdB inh	FadD28 FP inh	PfHsp40 yeast
CCCCS(=O)(=O)N1CCCC(C(=O)NCC2CCCO2)C1 (stereo not given)	3.9	?	-2.2	1.8	-13.3	0.1	-0.7	-0.6	0.5
Cc1cc(NC(=O)CCC(=O)N(CC(=O)NC2CCCC2)c2ccc(F)c(Cl)c2)no1	13.1	-16.9	-4.9	-4.4	5.0	-3.7	0.9	-1.1	0.9
CC(C)c1ccc(NC2CCCN(C(=O)c3ccc(N4CCOCC4)cc3)C2)cc1 (stereo not given)	11.9	-4.3	4.0	1.0	21.3	-5.7	2.0	-1.0	0.8
CCC(=O)Nc1ccc(NC(=S)NC(=O)c2cc3ccccc3o2)cc1	2.7	-8.4	4.8	-0.8	-4.7	0.3	0.5	-1.1	-0.6
CC(=O)NC(CCCCNC(=S)NC1CCCCC1)C(=O)O (stereo not given)	-6.9	-1.8	15.8	0.1	-11.8	-6.0	-3.8	0.9	-0.5
CN1C(CC(=O)c2ccccc2)CCCC1CC(O)c1ccccc1 (stereo not given)	-6.9	7.2	-12.4	-0.3	5.6	-0.6	1.2	-2.1	0.3
COc1ccc(NC(=O)c2ccc(S(=O)(=O)N3CC(C)OC(C)C3)cc2)cc1 (stereo not given)	0.5	-4.7	2.7	0.6	11.6	-5.0	-0.4	-0.5	0.4
COc1ccc(NC(=O)C(=O)NCC2CCCN2S(=O)(=O)c2cc(C)ccc2C)cc1 (stereo not given)	28.2	13.6	11.8	1.8	-3.0	-3.5	-2.4	-1.4	0.4

Quoted at random: 3 records from the list, in no set order.
Molecule	Yp Topo-I inh	BoNT F protease	PrPC TRFRET	BoNT A protease	CCHF vOTU inh	Anthrax LF prot	TcdB inh	FadD28 FP inh	PfHsp40 yeast
CC(C)c1ccc(NC2CCCN(C(=O)c3ccc(N4CCOCC4)cc3)C2)cc1 (stereo not given)	11.9	-4.3	4.0	1.0	21.3	-5.7	2.0	-1.0	0.8
CC(=O)NC(CCCCNC(=S)NC1CCCCC1)C(=O)O (stereo not given)	-6.9	-1.8	15.8	0.1	-11.8	-6.0	-3.8	0.9	-0.5
COc1ccc(NC(=O)C(=O)NCC2CCCN2S(=O)(=O)c2cc(C)ccc2C)cc1 (stereo not given)	28.2	13.6	11.8	1.8	-3.0	-3.5	-2.4	-1.4	0.4

(next part)
Molecule	Yp Topo-I inh	BoNT F protease	PrPC TRFRET	BoNT A protease	CCHF vOTU inh	Anthrax LF prot	TcdB inh	FadD28 FP inh	PfHsp40 yeast
CCOC(=O)C1(CCOC)CCN(Cc2cccc(OCc3ccccc3)c2)CC1	20.8	27.0	7.0	1.6	9.7	2.7	0.3	0.3	-0.6
O=C(CSc1nnc(COc2ccc(Cl)cc2)n1Cc1ccco1)c1ccccc1F	-1.4	3.2	1.1	0.2	-2.8	0.3	/	0.2	-0.3
CCc1ccccc1NC(=S)N(Cc1ccc(C(=O)O)cc1)Cc1ccc(OC)c(OC)c1	7.4	-7.2	-1.7	-1.2	7.8	-3.5	13.2*	-1.1	0.7
Cc1cccc(NC(=O)C23CCC(C)(C(=O)O2)C3(C)C)c1 (stereo not given)	5.4	-7.3	-7.7	0.1	-12.2	-2.4	1.0	0.2	0.7
COc1cc([N+](=O)[O-])ccc1NC(=O)CCCOc1cccc(C)c1	-8.8	-10.6	-10.8	0.5	11.0	-2.8	/	-1.8	3.0
N#Cc1c(-c2cccs2)nc(SCc2ccc(Cl)cc2)[nH]c1=O	10.6	14.7	109.0*	1.3	23.8	-0.6	-0.1	-26.5	4.0
CC(C)CC(=O)N1CCC(O)(CS(=O)(=O)c2ccc(Cl)c(Cl)c2)CC1	-10.5	-6.2	1.7	-1.7	-4.5	-2.4	-0.5	-3.3	0.0
Cc1ccc(NS(=O)(=O)c2cccc3cccnc23)c(Br)c1	30.0	?	7.5	-12.3	9.9	-6.9	-10.0	-1.3	2.8
Cc1nc(-c2ccc(NC(=O)c3cccs3)cc2)cs1	-8.2	-13.0	1.6	0.1	5.6	0.1	/	-1.3	1.1
O=C(C1CCCN(S(=O)(=O)c2cccc3cccnc23)C1)N1CCc2ccccc21 (stereo not given)	8.8	-4.2	-1.5	0.5	-1.4	-2.6	-0.3	-2.0	0.8
CN=C(C[N+](=O)[O-])NCCSCc1ccc(CN(C)C)o1	-3.3	-9.7	-6.5	-0.4	7.4	0.1	2.3	-1.8	0.5
CC(/C=C/c1ccc(N(C)C)cc1)=N/N=C1/NC(=O)CC(C(=O)Nc2ccc(Cl)cc2)S1 (stereo not given)	-8.7	-1.2	0.2	0.7	11.8	-1.8	-0.3	-2.0	1.1
Cc1ccc(C)c(S(=O)(=O)NCc2ccc(C(=O)N3CCN(C)CC3)cc2)c1	3.2	0.0	-4.7	?	3.2	-1.1	/	-1.4	0.2
Cc1ccc(N2CC(C(=O)N3CCN(c4ccccn4)CC3)CC2=O)cc1 (stereo not given)	-1.7	-6.5	0.2	-0.1	5.2	3.7	0.5	0.2	2.3
COc1ccc(S(=O)(=O)Nc2ccc3c(c2)OCCO3)cc1OC	-2.9	3.8	-3.5	0.5	-3.9	1.7	0.2	-1.4	1.3
O=[N+]([O-])c1cccc(N(CC2CO2)S(=O)(=O)c2ccccc2)c1 (stereo not given)	1.8	9.0	3.9	0.6	6.5	2.6	0.5	-3.3	-2.6
Cc1ccc(NC(=S)NC(=O)c2ccccc2)cc1NC(=S)NC(=O)c1ccccc1	2.4	4.4	9.3	3.8	3.8	1.8	-3.6	-2.3	-1.0
O=C1CC2(CCN(C(=O)COc3ccc(F)cc3)CC2)Oc2ccccc21	13.6	11.5	-4.0	1.5	-11.3	-1.4	0.7	-0.8	0.6
CC(C)NC(=O)c1nc2ccccc2s1	-1.3	3.6	6.4	5.3	-6.5	-6.9	/	-3.0	0.1
COc1ccc(C(CNC(=O)c2cc3ccccc3o2)N2CCCCC2)cc1 (stereo not given)	8.3	-2.4	0.1	0.0	0.0	-2.8	9.5	-2.6	-2.1
COc1cccc(C(CC(=O)Nc2cccc3ccccc23)NC(=O)c2ccccc2)c1 (stereo not given)	2.8	10.5	0.9	5.2	-9.7	-7.3	/	0.9	3.9
CCN(CC)S(=O)(=O)c1ccc(N(C)C)c(NC(=O)CC(NC(C)=O)c2ccccc2)c1 (stereo not given)	-2.0	-0.9	/	-1.2	/	-1.4	/	-1.2	-0.1
Nc1c(S(=O)(=O)c2ccccc2)cnc2c(-c3ccc(F)cc3)cnn12	3.5	5.5	-5.7	3.8	10.1	-3.4	/	-2.8	-0.3
CC1(C(=O)NS(=O)(=O)Cc2ccccc2)CCN1C(=O)C1(c2ccc(Cl)cc2)CCC1 (stereo not given)	13.8	2.1	-2.3	-0.2	12.0	0.1	6.8	-5.0	/
c1ccc(Cn2ncc3c(Nc4ccccc4)ncnc32)cc1	2.3	-7.4	2.9	-0.7	-2.5	-7.1	0.2	-0.8	2.8
CN1CCN(c2ccc([N+](=O)[O-])cc2C(=O)N2CCCCC2)CC1	-0.1	-3.7	-4.8	0.5	-4.6	-2.2	0.8	-0.5	0.6
Cc1n[nH]c(C)c1CCc1nc2c3ccccc3nc(SCC(N)=O)n2n1	2.9	-21.6	6.4	1.6	-5.8	-4.5	/	0.0	-0.1
O=C(NCC(c1cccs1)N1CCOCC1)c1ccc(Cl)cc1 (stereo not given)	-12.9	6.4	11.9	-0.6	-0.1	-1.4	2.8	-2.7	-0.6
Fc1ccc(-c2cc(C(F)(F)F)nc(NCc3cccs3)n2)cc1	18.1	-6.0	2.5	-0.2	9.9	-5.5	/	-1.8	-0.4
O=C(Nc1cccnc1)c1cc(-c2ccccc2)on1	8.8	?	1.1	-0.4	6.0	5.4	/	-5.7	0.6
Nc1ccc2nc(CN3CCOCC3)[nH]c2c1	-9.7	1.8	-4.7	-0.3	-3.1	-5.1	/	0.0	-1.5
CN(C(=O)CSc1nc(O)cc(=O)n1C1CCCC1)c1ccccc1	-3.5	1.6	10.3	1.6	23.5	2.2	5.9	0.1	-0.9
CC(=O)Nc1ccc(N=c2cc([N+](=O)[O-])cc(Cl)n2O)cc1	-12.2	17.9	-1.9	1.8	-5.6	1.1	0.2	-1.1	-0.5
c1n[nH]c(NC2=NCCC2)n1	23.3	3.7	0.8	1.4	8.8	7.1	/	1.7	-0.2
COC(=O)Cc1c(C)c2ccc(OCC(=O)N(C)C)cc2oc1=O	5.9	4.6	-6.1	1.2	-61.9	-1.0	/	0.6	0.4
Cc1ccc2cc3c(nc2c1)OCC3	-0.6	-4.3	1.4	-0.2	10.0	-1.6	0.6	-0.9	-0.2
CCOC(=O)c1sc2ncn(CC(=O)N(CC)CC)c(=O)c2c1C	1.4	-4.5	-2.2	0.2	-3.4	-2.9	1.5	-0.4	-0.9
Cc1cc(SCC(=O)OCC(=O)NCc2ccc3c(c2)OCO3)c(C)cc1Br	29.8	-1.3	-4.2	0.1	4.7	0.5	-1.0	-1.7	0.0
CCOC(=O)N1CCN(c2c(NCCc3ccc(C)cc3)c(=O)c2=O)CC1	-0.9	-7.6	0.3	0.4	-4.5	-6.7	-0.3	0.6	-0.5
NS(=O)(=O)c1ccc(CCNC(=O)Nc2ccc(Cl)c(Cl)c2)cc1	0.1	-5.2	15.8	-1.7	-6.3	-8.5	/	-6.9	0.8
O=C(CN(C(=O)CNC(=O)c1ccco1)c1ccc(F)cc1)NC1CCCC1	-3.6	0.5	5.9	1.9	4.1	-1.3	-0.4	-1.2	0.4
CCOc1cccc(CN2CCN(c3cccc(C(F)(F)F)c3)CC2)c1O	27.2	-6.3	-6.0	-0.4	-7.9	-2.5	/	-2.0	-1.2
Cn1cc(C(=O)NCc2ccccc2F)cn1	-7.3	-4.3	1.0	-1.2	-5.9	0.7	/	-0.6	-0.9
O=[N+]([O-])c1cccc(S(=O)(=O)N2CCCCC2c2cccnc2)c1 (stereo not given)	2.5	-9.0	-35.2	-1.2	11.8	-0.8	1.8	-0.2	1.5
COc1cc(NC(=O)Cn2cnc3c(NCc4ccccc4)ncnc32)cc(OC)c1OC	-8.6	-0.8	2.2	0.7	15.9	3.0	1.0	1.5	-1.8
C=C(Cl)COC(=O)[C@H]1C2C=CC(C2)C1C(=O)O (stereo not given in full)	-4.3	-0.9	0.9	0.0	10.1	-1.6	/	0.0	0.9
Oc1ccccc1/C=N/n1c2ccccc2c2ccccc21	-13.8	-13.0	11.7	-0.5	8.4	-0.9	0.1	?	0.3
O=C(c1ccco1)N1N=C(c2ccco2)CC1c1ccc(Cl)cc1Cl (stereo not given)	-1.2	5.6	-10.8	-0.3	6.5	-0.4	0.9	-0.7	-1.2
CCOC(=O)CCn1nc(-c2ccc(Cl)cc2)cc1N	7.5	10.2	2.0	-1.7	13.4	-3.0	/	0.6	-0.7
O=c1c(/C=N/OCc2ccc(Cl)cc2Cl)c[nH]n1-c1cccc(Cl)n1	6.3	-3.7	7.5	0.1	12.0	0.3	-12.5	0.3	23.5
Oc1ccc(-c2nc3ccccc3nc2-c2ccccc2)cc1	-2.8	?	-3.0	?	-6.8	0.2	1.0	-4.3	2.7
O=C(CSC1CCCCC1)N1CCN(c2ccccc2)CC1	0.2	-3.0	3.5	0.6	5.0	-1.8	/	0.3	0.1
COc1ccc(C(=S)N2CCN(c3cccc(Cl)c3)CC2)c(OC)c1	3.4	-5.3	-3.7	-1.9	9.5	-2.8	0.8	-3.3	-1.5
Cc1ccc(SCc2[nH]nc3c2C2(C(=O)Nc4ccc(F)cc42)C(C#N)=C(N)O3)cc1 (stereo not given)	9.7	1.8	-4.3	0.9	-7.5	-1.8	/	-6.7	-1.2
C=CCNC(=S)NNC(=O)c1cccnc1	2.0	?	-5.4	1.7	-1.5	0.8	-1.0	-1.4	-0.9
Cc1ccc(-c2nc(-c3cccnc3)no2)c(C)c1	-12.2	-6.1	0.8	-0.5	-7.8	-0.5	/	-1.9	1.5
